# PLK1 PBD inh – inhibitors of human Plk1 polo box domain binding. P53350. Plk1 PBD phosphopeptide binding, fluorescence polarization. inhibition, %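 (tested at about 20 µM)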. hit rate 0.13% among 97,000. AID 693; in the data active means inhibition above about 34%, passing the limit was not always enough
# Target sequence (P53350 whole entry, looked up, the tested form may be a part): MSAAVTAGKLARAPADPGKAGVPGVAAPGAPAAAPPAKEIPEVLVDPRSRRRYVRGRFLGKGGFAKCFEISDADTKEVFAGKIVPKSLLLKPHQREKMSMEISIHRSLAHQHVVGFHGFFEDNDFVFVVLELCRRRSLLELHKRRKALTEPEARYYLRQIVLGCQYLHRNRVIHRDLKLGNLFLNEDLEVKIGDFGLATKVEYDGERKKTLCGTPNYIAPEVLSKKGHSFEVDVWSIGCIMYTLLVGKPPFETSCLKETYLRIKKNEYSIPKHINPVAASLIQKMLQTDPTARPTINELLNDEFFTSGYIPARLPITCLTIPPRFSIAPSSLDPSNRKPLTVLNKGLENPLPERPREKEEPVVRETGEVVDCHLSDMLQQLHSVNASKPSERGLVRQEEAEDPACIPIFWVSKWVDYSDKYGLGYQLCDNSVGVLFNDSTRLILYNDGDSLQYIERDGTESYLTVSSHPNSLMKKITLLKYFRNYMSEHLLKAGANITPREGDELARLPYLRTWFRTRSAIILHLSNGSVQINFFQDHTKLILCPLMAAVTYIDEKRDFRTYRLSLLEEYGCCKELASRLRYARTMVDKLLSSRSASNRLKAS
# sEH inhibitor – inhibitors of human soluble epoxide hydrolase | inhibition, % at 2 µM | AID 707 | P34913 | hit rate 0.34% among 91,000 | recombinant human sEH enzymatic activity assay; in the data active means inhibition above about 80%; further: values of inactives mirror those of a sister screen read the other way; many of its hits are not listed in these tables
# HUVEC tox IL1B – toxic to HUVEC cells under IL-1B stimulation. cell count reduction, % at 2 µM. AID 845. HUVEC cell count loss, Hoechst imaging, IL-1B stimulated. hit rate 0.41% among 94,000;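 active means cell count reduction more than 3 SD above the screen-wide mean, cut at about 70% in these data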;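 further: normalized per plate to untreated control cells as the no-loss baseline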
# hDAT+cocaine – changed human dopamine transporter uptake under cocaine IC80 | hit rate 1.3% among 110,000 | B-score at 10 µM | LLC-PK1 hDAT cells, [14C]-dopamine uptake with cocaine IC80; actives deviate in either direction | Q01959;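 active means Z score or B-score, a plate-position-corrected score, falls beyond the plate's 99.7% confidence bounds, in either direction; inactive means both scores lie inside the 99.7% bounds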;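 further: scored against the spread of the other compound wells on the same plate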
# VCAM1 TNFa inh – reduces TNF alpha induced VCAM1 expression in HUVEC | inhibition, % at 2 µM | HUVEC TNFa-induced VCAM-1 immunofluorescence, high-content imaging | AID 802 | hit rate 0.48% among 95,000;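 active means inhibition above the batch mean plus 3 SD, with images confirmed as a hit by eye, cut at about 37% in these data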;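 further: 0% = TNF-stimulated DMSO wells and 100% = unstimulated control wells; not every result past the cut was called active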
# E coli WT exp – growth inhibitors of E. coli BW25113 wild type; hit rate 0.15% among 98,000; OD600 absorbance; growth inhibition, % at 100 µM; AID 710;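 active means growth inhibition above about 50% at one test dose, limit read from the data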;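 further: growth measured after 20 h incubation at 37 °C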
# F-actin modifier – modifiers of cytoskeleton assembly; inhibition, % at 2 µM; AID 836; HUVEC TNFa F-actin phalloidin imaging, high content; hit rate 0.18% among 91,000;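 active means inhibition above the batch mean plus 3 SD and confirmed as a hit by visual image inspection, cut at about 30% in these data, passing the limit was not always enough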; further: strong numbers were not always called active
# TNFa cytotox – toxic to HUVEC cells under TNF alpha stimulation | HUVEC TNFalpha-stimulated, Hoechst cell count, imaging | cell count reduction, % at 2 µM | hit rate 0.17% among 93,000 | AID 848;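 active means cell count reduction exceeding the screen mean by over 5 SD, scaled to untreated wells per plate, cut at about 78% in these data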;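 further: cells counted after 24 h of TNF alpha exposure following the 1 h pretreatment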
# PLK1 inh – blocks human PLK1 kinase activity. inhibition, % at 10 µM. AID 619. recombinant PLK1 kinase, TR-FRET peptide phosphorylation. hit rate 0.53% among 97,000. P53350;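 active means inhibition of 50% or more in the single-concentration screen; inactive means inhibition below 50%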;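 further: 0% = DMSO max control and 100% = H-89 dihydrochloride min control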
# * hit, by the source's call; . = no result given. This is a random part of the collection, and some 3.4% of all compounds hit somewhere here.
canonical_smiles	E coli WT exp	VCAM1 TNFa inh	F-actin modifier	TNFa cytotox	PLK1 PBD inh	PLK1 inh	HUVEC tox IL1B	sEH inhibitor	hDAT+cocaine
CC(C)Oc1ccc(C(=O)N2CCCc3ccccc32)cc1	-1.0	3.2	-1.2	-9.5	11.1	-8.7	5.8	-1.8	1.16
O=C(CN1C(=O)C2CC=CCC2C1=O)NCc1ccc2c(c1)OCO2 (stereo unspecified)	-7.0	10.9	26.6	-4.0	11.7	-10.8	6.9	-3.4	1.97
CCN1C(=O)CC(C(=O)Nc2ccc(F)cc2)SC1=Nc1ccc2c(c1)OCO2 (stereo unspecified)	-5.0	2.0	8.0	-23.3	-15.1	0.7	-32.5	9.7	-0.373
O=C1CC(NCCC2=CCCCC2)C(=O)N1c1cccc(Cl)c1Cl (stereo unspecified)	4.0	-10.1	13.9	-10.5	-36.9	-3.1	-26.5	13.9	3.54*
Cc1cc(C)cc(Oc2nc(-c3ccccc3)cc(C)c2S(C)(=O)=O)c1	-8.0	-0.2	5.1	-8.5	3.0	-17.9	-24.5	-0.8	-0.469
CC(=O)N(Cc1ccc(F)cc1)C1=C(NCCc2ccccc2)C(=O)c2ccccc2C1=O	-9.0	-10.7	-16.5	8.2	6.2	0.1	.	7.4	-0.0979
COc1ccc(N=c2ssnc2Cl)cc1	.	-8.4	-14.4	10.6	4.9	-5.4	7.7	-4.6	-0.112
COC(=O)c1c(NC(=O)c2ccccc2)sc(C(=O)c2ccccc2)c1C	-6.0	-9.8	-12.6	-33.9	-0.8	-23.3	-19.9	-3.7	0.174
O=C(Nc1cccc(F)c1)OC(CN1CCCCC1)C(F)(F)F (stereo unspecified)	19.0	-0.3	36.6	-37.4	-19.5	-9.9	-11.0	9.3	-1.04
Cc1cc(C)c(NC(=O)C2C3/C=C\CCCCC32)c(C)c1 (stereo unspecified)	0.0	7.0	-15.3	-3.7	3.4	-5.3	-78.1	-1.5	-0.962
COc1cccc(CNCCSc2nnnn2C)c1	2.0	-10.7	-2.7	-15.6	4.6	-5.7	1.8	-3.0	-0.326
CCCCS(=O)CC(O)COc1ccc(C(C)(C)C)cc1 (stereo unspecified)	2.0	-16.9	-26.0	28.1	-2.5	-2.5	7.7	-8.5	0.611
CC(=O)C1=C(C)NC(C)=C(C(C)=O)C1c1cn(-c2ccccc2)nc1-c1cccs1	.	5.0	-5.6	-9.6	-16.0	-8.0	14.0	-3.8	0.682
CC(=O)Nc1ccc(S(=O)(=O)NCCc2csc(C)n2)cc1	.	14.3	-9.8	-0.5	-9.2	-16.7	3.2	6.2	-0.477
O=C1CC(c2cccc(Br)c2)c2cc3c(cc2N1)CCC3 (stereo unspecified)	-2.0	14.2	-2.0	-10.0	24.6	-10.5	2.1	5.2	.
Cc1c(OCc2ccc(C(=O)O)o2)ccc2c3c(c(=O)oc12)CCC3	1.0	-14.8	-55.9	2.8	-6.6	-7.1	-48.2	44.4	0.65
Cc1noc(/C=C/c2ccco2)c1S(=O)(=O)N1CCC(C(=O)NCc2ccco2)CC1	-4.0	2.5	3.5	-36.6	9.6	-4.9	12.4	.	1.41
C=CCOC(=O)C1C(=O)CC(C)(O)C(C(=O)OCC=C)C1c1ccc(OCC)cc1 (stereo unspecified)	-7.0	15.0	.	-4.5	17.5	1.9	30.2	6.4	0.327
CCc1c(O)nc2sc3ccccc3n2c1=O	-9.0	8.1	-7.1	6.8	-4.3	-11.7	-10.3	11.6	0.252
Cc1nn(CCC(=O)NNC(=S)Nc2ccc(Cl)cc2)c(C)c1[N+](=O)[O-]	.	13.5	14.1	-17.1	9.0	-10.5	10.5	7.7	0.572
Clc1ccc(C2=Nn3c(nnc3-c3n[nH]c4c3CCC4)SC2)cc1Cl	11.0	.	.	.	-4.5	-7.1	-5.4	23.3	0.399
COc1ccc(C(NC(N)=O)c2ccccc2)cc1 (stereo unspecified)	-3.0	-1.9	-11.4	2.5	1.4	-2.0	7.8	-2.5	-0.896
COc1cc2cc(C(=O)Nc3ccccc3)c(N)nc2cc1OC	6.0	2.7	19.5	-14.4	-18.0	17.6	8.4	8.2	0.682
CC(C)Oc1ccc(NC(=O)Oc2ccccc2)cc1	5.0	26.8	-0.7	5.8	8.1	-2.7	13.0	33.6	0.0402
Cc1ccc(N2CC3=C(C2=O)C(c2ccccc2)NC(=O)N3C)cc1 (stereo unspecified)	-5.0	1.6	9.7	-14.1	2.9	-4.1	8.3	5.1	-1.51*
CC(=O)N/N=C/c1cc([N+](=O)[O-])ccc1OCCOc1ccccc1	-24.0	.	.	.	-1.1	-5.3	26.5	-11.7	-0.104
C=CCN1C(=Nc2cccnc2)SCC1(O)c1ccc(C)cc1 (stereo unspecified)	3.0	4.5	12.2	-20.0	2.6	-2.7	-9.1	0.0	-1.17
CC1(C)Oc2ccc(C(=O)NC3CCCC3)cc2N(CC(=O)NC2CCCC2)C1=O	-5.0	13.6	2.6	-9.8	17.0	-38.3	-1.6	0.4	0.402
O=C(CN1CCC(c2nc3ccccc3s2)CC1)NCc1ccccc1	.	10.0	-17.5	4.6	-6.2	-10.1	-29.3	8.8	0.97
O=S(=O)(NCc1cccnc1)c1cccs1	2.0	-5.7	-69.5	-3.3	19.3	-7.9	1.2	-14.2	-0.495
c1ccc(Sc2cnc3ccccc3n2)cc1	10.0	3.5	-9.0	-2.0	16.9	-10.8	18.7	-5.0	0.629
Cc1ccc(S(=O)(=O)N2CCN(C(=O)N3CCOCC3)C2C(C)C)cc1 (stereo unspecified)	-4.0	.	.	.	-20.4	-13.8	.	0.3	-0.016
CCn1c(SCC(N)=O)nnc1-c1cc2c(C)nn(-c3ccccc3)c2s1	0.0	12.9	-19.1	-5.8	5.3	-7.8	-4.5	7.5	2.54
CCSc1nc2c(c(=O)n(C)c(=O)n2C)n1Cc1ccc(Cl)cc1	.	6.0	10.3	5.5	-14.1	-2.2	-2.1	-13.8	-0.558
CCOC(=O)Cc1c(C)nc2c(-c3ccccc3)c(C)[nH]n2c1=O	-2.0	-6.5	-5.4	4.8	33.2	-7.1	5.5	-8.3	0.106
O=C(CN1C(=O)NC2(CCCc3ccccc32)C1=O)N1CCc2ccccc2C1 (stereo unspecified)	1.0	3.4	-15.4	33.1	-9.9	-5.0	1.8	11.6	0.785
Cn1c(Cc2csc(N)n2)nnc1SCC(=O)NC1CCCCC1	-3.0	1.7	-5.9	-6.4	0.8	-13.1	-4.5	6.8	0.0688
COc1cc(-n2c3nc4ccccc4nc3c3c(=O)n(Cc4ccco4)cnc32)cc(OC)c1OC	.	8.3	-2.5	-24.7	-22.7	22.2	5.0	1.4	.
Cn1c(=O)c2c(n3cnnc13)-c1ccccc1CC21CCCC1	.	11.0	15.2	-32.4	22.2	-5.8	3.1	-1.4	0.00672
O=C(N/N=C/C=C/c1ccccc1)c1ccc(Br)cc1	-1.0	-3.6	-18.2	2.0	3.1	-3.9	.	0.9	-0.297
CCOC(=O)N1CCC(NC(=O)c2cc(C(=O)Nc3ccc(OCC)cc3)ccc2CO)CC1	-6.0	8.9	.	-17.8	4.5	-4.4	-6.4	11.1	-1.17
Cc1sc(NC(=O)c2ccccc2)c(C(=O)NCCN(C)C)c1C	6.0	4.0	13.2	-16.0	3.7	-7.1	5.6	11.8	-1.26
CC1(C)CC(=O)C2=C(C1)c1c(ccc3ccccc13)NC2c1ccco1 (stereo unspecified)	2.0	28.4	1.7	-7.4	1.8	-10.4	11.0	-0.8	0.0433
CC(=O)Nc1ccc(S(=O)(=O)NC(CC(=O)N(C)Cc2ccccc2)C(C)C)cc1 (stereo unspecified)	3.0	22.0	-9.8	5.5	-14.9	-8.1	-10.0	3.9	0.427
CCOc1ccccc1C1C(C#N)=C(N)Oc2n[nH]c(CC)c21 (stereo unspecified)	10.0	3.9	-19.6	-10.7	9.9	-4.6	7.8	-17.2	-0.215
Cc1c(NC(=O)/C(C#N)=C/C2CC=CCC2)c(=O)n(-c2ccccc2)n1C (stereo unspecified)	4.0	5.5	0.6	-14.8	-10.7	-7.6	-8.1	11.6	.
COC(=O)CNS(=O)(=O)c1ccc(Cc2ccc(S(=O)(=O)NCC(=O)OC)cc2)cc1	50.0*	.	.	.	-23.0	-9.7	-33.1	.	-0.364
COc1cccc(NC(=O)C2CCN(S(=O)(=O)c3ccc4c(c3)OCCO4)CC2)c1	-4.0	16.3	8.5	-3.9	12.6	-9.1	-21.2	24.6	1.57
CCNC(=S)NNC(=O)c1cccc(Br)c1	6.0	-1.6	-9.8	9.8	4.5	-5.7	-22.6	-7.2	-0.799
O=C1NC(=Nc2ccccc2)S/C1=C\c1cccn1-c1ccccc1	-8.0	31.0	-2.7	7.7	8.7	-9.6	-9.3	13.3	-2.56
O=C(NCc1ccco1)c1cnn2c(C(F)(F)F)cc(-c3ccccc3)nc12	3.0	3.7	9.1	-10.6	-7.0	-1.3	.	.	-0.853
O=C(O)Cn1nc2ccccc2n1	-6.0	25.6	-26.7	-3.1	-4.2	-12.4	-2.4	-1.6	-0.623
Nc1nonc1-c1noc(-c2ccc(Br)o2)n1	15.0	-9.7	-10.2	-23.6	-9.8	3.9	-38.3	.	-0.0407
CCC(C)N(C(=O)Cn1nnc2ccccc21)C(C(=O)Nc1ccc(F)cc1)c1cccc(OC)c1 (stereo unspecified)	-11.0	11.1	24.1	-13.8	17.1	0.7	-1.8	6.9	0.344
Cc1nc(NCc2ccco2)c2c3c(sc2n1)CCC3	5.0	4.0	6.7	-44.9	11.6	-20.2	-26.2	12.3	0.0783
Cc1ccc(S(=O)(=O)Nc2ccc(N3CCOCC3)cc2)cc1	-7.0	-5.5	0.7	-14.3	5.9	-6.8	-8.9	-18.7	0.382
CCCCN1Cc2cc(C(=O)c3cc(F)ccc3O)cnc2NC1=O	-4.0	-3.2	36.1	-5.8	-3.6	0.5	-4.0	1.3	-0.483
Cc1cc(C)nc(N2CCN(c3nnnn3-c3ccccc3)CC2)n1	-5.0	1.5	37.1	-13.2	-29.1	-14.2	0.0	26.2	0.714
CCCS(=O)(=O)N1CCCC(C(=O)NCCc2ccc(Cl)cc2)C1 (stereo unspecified)	3.0	-7.7	-1.0	-3.4	15.4	-2.8	-48.5	30.9	1.07
O=C1Nc2ccccc2/C1=N\N=C\C1=C(N2CCOCC2)C(=C\c2ccccc2)/CC1	-28.0	-8.6	-1.7	-16.7	-3.6	-11.5	0.4	-5.2	-0.234

# Part of the list above in order of length of the SMILES, lowest first.
canonical_smiles	E coli WT exp	VCAM1 TNFa inh	F-actin modifier	TNFa cytotox	PLK1 PBD inh	PLK1 inh	HUVEC tox IL1B	sEH inhibitor	hDAT+cocaine
COc1ccc(C(NC(N)=O)c2ccccc2)cc1 (stereo unspecified)	-3.0	-1.9	-11.4	2.5	1.4	-2.0	7.8	-2.5	-0.896
Cc1ccc(S(=O)(=O)Nc2ccc(N3CCOCC3)cc2)cc1	-7.0	-5.5	0.7	-14.3	5.9	-6.8	-8.9	-18.7	0.382
CCCS(=O)(=O)N1CCCC(C(=O)NCCc2ccc(Cl)cc2)C1 (stereo unspecified)	3.0	-7.7	-1.0	-3.4	15.4	-2.8	-48.5	30.9	1.07

# Remaining list, next part:
canonical_smiles	E coli WT exp	VCAM1 TNFa inh	F-actin modifier	TNFa cytotox	PLK1 PBD inh	PLK1 inh	HUVEC tox IL1B	sEH inhibitor	hDAT+cocaine
COc1ccc(-n2nnnc2SCC(=O)c2ccc3c(c2)OCCO3)c(OC)c1	-4.0	-1.7	-15.3	-11.9	-6.2	13.8	5.0	5.8	.
CN(C(=O)C1CCN(S(=O)(=O)c2cccs2)CC1)C1CCCCC1	2.0	-4.5	-44.9	-10.0	-2.7	13.8	-21.0	7.7	-0.275
C=CCON1C(=O)c2ccccc2C1=O	-1.0	9.8	11.0	-16.1	-5.7	1.9	-18.9	12.0	1.17
COc1ccc(N2CCN(c3oc(-c4ccccc4OC)nc3C#N)CC2)cc1	-6.0	23.6	3.9	-38.5	15.1	-9.8	-64.0	2.0	.
